Screening data deposited in PubChem BioAssay by The Scripps Research Institute Molecular Screening Center.
PAFAH1B3 inh = blocks human PAF acetylhydrolase 1B catalytic subunit 3. recombinant PAFAH1B3, FP-rhodamine probe, fluorescence polarization. AID 492972. Q15102. inhibition, % at 3.39 µM. hit rate 0.28% among 340,000;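 active = inhibition above the screen-wide average of all tested compounds plus 3 SD, cut at about 25% in these data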;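 note: 0% = enzyme with DMSO only and 100% = wells lacking PAFAH1B3 protein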
Target sequence (Q15102 whole entry, looked up): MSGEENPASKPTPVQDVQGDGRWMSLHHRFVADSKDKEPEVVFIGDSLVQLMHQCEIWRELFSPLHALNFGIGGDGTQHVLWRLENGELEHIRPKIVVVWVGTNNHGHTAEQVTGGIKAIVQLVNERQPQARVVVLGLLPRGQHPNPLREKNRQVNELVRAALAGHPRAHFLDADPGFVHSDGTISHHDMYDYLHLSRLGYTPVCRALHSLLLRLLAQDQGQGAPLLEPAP
GSTO1 inh = counter-screen for RBBP9 inhibitors: inhibitors of human GSTO1; P78417; recombinant GSTO1, activity-based probe fluorescence polarization; inhibition, % at 5.96 µM; hit rate 1.1% among 300,000; AID 1974;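 active = inhibition above the campaign mean inhibition plus 3 SD, cut at about 35% in these data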;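 note: 0% = GSTO1-1 with DMSO and 100% = wells lacking GSTO1-1 enzyme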
LYPLA1 inh = LYPLA1 (human) inhibition in PME1 counter-screen | O75608 | recombinant LYPLA1, FP-Rh probe fluorescence polarization | inhibition, % at 5.9 µM | hit rate 0.16% among 320,000 | AID 2174;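 active = inhibition above the mean of all tested compounds plus 3 SD, set per campaign, cut at about 14% in these data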;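 note: inhibitors block serine hydrolase probe labeling of LYPLA1 so polarization falls; 0% = enzyme with DMSO and 100% = wells lacking LYPLA1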
PREPL inh = inhibitors of human prolyl oligopeptidase-like enzyme PREPL; Q4J6C6; recombinant PREPL, fluorescence polarization activity-based probe; inhibition, % at 5.96 µM; hit rate 0.68% among 320,000; AID 2751; in the data active = inhibition above about 43%;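 note: 0% = enzyme with DMSO and 100% = wells lacking enzyme; many of its hits are not listed in these tables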
Target sequence (Q4J6C6 whole entry, looked up): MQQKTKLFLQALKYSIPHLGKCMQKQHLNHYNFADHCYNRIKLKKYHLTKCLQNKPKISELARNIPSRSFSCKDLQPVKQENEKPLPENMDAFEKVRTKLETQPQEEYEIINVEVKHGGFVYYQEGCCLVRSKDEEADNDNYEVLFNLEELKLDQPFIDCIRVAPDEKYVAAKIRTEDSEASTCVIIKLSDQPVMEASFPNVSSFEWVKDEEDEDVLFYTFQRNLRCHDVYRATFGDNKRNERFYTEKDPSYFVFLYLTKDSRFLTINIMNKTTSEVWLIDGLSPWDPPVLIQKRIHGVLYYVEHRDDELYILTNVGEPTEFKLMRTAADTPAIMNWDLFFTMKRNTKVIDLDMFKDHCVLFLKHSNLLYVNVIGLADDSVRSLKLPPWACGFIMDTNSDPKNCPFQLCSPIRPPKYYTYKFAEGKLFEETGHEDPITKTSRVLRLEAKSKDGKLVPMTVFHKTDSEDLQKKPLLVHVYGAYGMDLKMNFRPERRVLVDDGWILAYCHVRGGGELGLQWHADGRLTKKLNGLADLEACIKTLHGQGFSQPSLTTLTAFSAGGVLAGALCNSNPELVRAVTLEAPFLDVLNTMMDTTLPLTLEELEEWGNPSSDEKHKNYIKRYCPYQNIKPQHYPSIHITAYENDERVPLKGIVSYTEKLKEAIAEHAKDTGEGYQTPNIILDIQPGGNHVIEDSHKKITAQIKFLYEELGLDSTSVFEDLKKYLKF
PAD4 inh = PAD4 (human) enzyme inhibition; Q9UM07; recombinant PAD4, RCA probe fluorescence polarization; inhibition, % at 6.36 µM; hit rate 0.41% among 330,000;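 active = percent inhibition above a cutoff equal to the mean of all tested compounds plus 3 SD, cut at about 15% in these data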;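 note: 0% = PAD4 with RCA probe and DMSO and 100% = probe without PAD4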
pPAFAH inh = pPAFAH (human) enzyme inhibition. Q13093. recombinant pPAFAH, FP-rhodamine probe fluorescence polarization. inhibition, % at 3.39 µM. hit rate 1.5% among 330,000. AID 463082;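 active = inhibition above the mean inhibition across the screen plus 3 SD, cut at about 25% in these data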;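 note: inhibitors block binding of the rhodamine activity-based probe so polarization drops; 0% = enzyme with DMSO and 100% = wells lacking pPAFAH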
PAFAH1B2 inh = PAFAH1B2 (human) inhibition | P68402 | recombinant PAFAH1B2, FP-rhodamine activity probe, fluorescence polarization | inhibition, % at 3.39 µM | hit rate 1.2% among 340,000 | AID 492953;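 active = inhibition above the mean of all tested compounds plus 3 SD, cut at about 24% in these data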;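 note: 0% = enzyme with DMSO and 100% = wells lacking PAFAH1B2; many of its hits are not listed in these tables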
LYPLA2 inh = blocks human lysophospholipase 2, a PME1 counter-screen; O95372; recombinant LYPLA2, FP-Rh probe fluorescence polarization; inhibition, % at 5.9 µM; hit rate 0.38% among 320,000; AID 2177;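 active = inhibition above the screen-wide mean plus 3 SD, limit set per campaign, cut at about 26% in these data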;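 note: 0% = LYPLA2 with DMSO and 100% = wells lacking LYPLA2 enzyme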
PAFAH2 inh = inhibitors of human PAFAH2; hit rate 0.99% among 340,000; inhibition, % at 3.39 µM; Q99487; recombinant PAFAH2, FP-rhodamine activity probe, fluorescence polarization; AID 492956;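 active = inhibition above the mean over all tested compounds plus 3 SD, cut at about 30% in these data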;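 note: inhibitors block probe labeling of enzyme so polarization drops; 0% = enzyme with DMSO and 100% = wells lacking PAFAH2 protein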
The depositor's hits bear a star; . = no result given.

SMILES	PAFAH1B3 inh	GSTO1 inh	LYPLA1 inh	PREPL inh	PAD4 inh	pPAFAH inh	PAFAH1B2 inh	LYPLA2 inh	PAFAH2 inh
CN(C)CCCNC(=O)c1cc(C(=O)Cc2ccccc2)c[nH]1	5	11	1	0	0	4	4	-2	-4
CCCNC(=O)NC(=O)COC(=O)c1ccc(S(=O)(=O)N(C)c2ccccc2OC)cc1	6	8	4	6	1	-3	5	5	1
O=S(=O)(c1ccccc1)c1ncc(C(F)(F)F)cc1O	5	-5	2	12	-2	2	5	2	9
CCN(c1ccccc1)S(=O)(=O)c1ccc(Cl)c(NC(=O)CNCc2ccccc2OC)c1	5	.	.	4	1	3	-1	.	-4
COc1ccc(/C=N/NC(=O)C2c3ccccc3-c3ccccc32)cc1	0	-10	-6	2	-4	-8	-5	-14	-16
Cc1cc(=O)[nH]c2ccc(S(=O)(=O)Nc3ccccc3)cc12	7	-7	2	6	1	26*	5	-1	6
CCN1C[C@@H]2[C@@H]3C(=O)N(Cc4ccccc4)C(=O)[C@@H]3[C@](C)(C(=O)OC)N2C1=NC1CCCCC1	8	.	.	.	6	2	1	.	5
CN(C)C(=O)c1cc(C(=O)c2ccccc2Cl)c[nH]1	-2	-1	-1	5	-1	0	3	-6	8
CCn1c(=O)c(C(=O)NNC(=O)c2ccccc2Br)c(O)c2ccccc21	10	2	-4	1	-5	5	4	-2	0
COc1ccc(-c2cccc(NC(=O)COc3ccc(Cl)cc3)c2)nn1	5	-3	-7	-21	-9	9	1	-6	8
COc1ccc(CNC(=O)CN2C(=O)NC3(CCCCCCC3)C2=O)cc1	5	.	.	12	-5	-1	3	.	-3
CC(C)COC(=O)C(C#N)c1nc2ccccc2nc1N1CCN(Cc2ccccc2)CC1 (stereo unspecified)	-8	2	0	3	0	2	-1	-2	8
CN1C(=O)NC(c2ccccc2)C2=C1CN(CCc1ccccc1)C2=O (stereo unspecified)	3	3	-2	6	1	2	4	-2	6
Cc1cc(S(=O)(=O)N2CCOCC2)ccc1OCC(=O)N1CCCC1	1	4	3	3	-7	7	3	2	0
O=C1C2CCCN2C(=O)N1CCCCN1CCN(CCO)CC1 (stereo unspecified)	3	-4	-1	5	-3	5	4	3	1
COc1c(OC(C)=O)ccc(/C=C/c2ccc3cccc(OCc4ccccc4)c3n2)c1[N+](=O)[O-]	14	-18	-9	-11	-1	-2	4	-8	-15
Cc1c(NC(=O)c2cc(-c3ccc(Br)cc3)on2)c(=O)n(-c2ccccc2)n1C	-6	-1	1	3	-2	8	-4	5	-7
CCOc1ccc(C(=O)N(CC)CC(=O)Nc2ccc3c(c2)OCCO3)cc1	6	.	-1	13	3	-1	8	-2	-3
Cc1cccc(N(CC(=O)NCc2ccccc2)C(=O)Cn2nnc(-c3ccc(C)o3)n2)c1	13	20	-6	7	0	-1	4	-11	-4
Cc1sc2nc(C)n(/N=C/c3ccccc3)c(=O)c2c1C	4	4	2	11	4	-1	0	0	0
CN(C(=O)COC(=O)c1cc(Br)c(Br)s1)C1CCS(=O)(=O)C1 (stereo unspecified)	2	1	1	0	-5	3	6	1	-8
Cc1cc(=O)oc2c3c(cc(OCC(=O)N4CCC[C@H]4C(=O)O)c12)OC(C)(C)CC3	14	3	3	14	-2	4	7	3	14
COc1cc(CNCc2ccccc2)cc(Cl)c1OC	2	13	0	-8	0	4	0	2	0
COC(=O)c1ccc(N2CCOCC2)c(NC(=O)c2cccnc2)c1	1	9	1	-5	2	-2	1	4	-4
O=C(Cc1coc2ccc3ccccc3c12)NCc1cccs1	2	-11	-5	-3	2	10	-2	-14	0
(cont.)
SMILES	PAFAH1B3 inh	GSTO1 inh	LYPLA1 inh	PREPL inh	PAD4 inh	pPAFAH inh	PAFAH1B2 inh	LYPLA2 inh	PAFAH2 inh
COCCn1c(N)c(C(=O)OCc2ccccc2)c2nc3ccccc3nc21	11	70*	-7	-7	5	14	4	-8	4
CCOC(=O)C1CCN(C(c2cccnc2)c2c(NC(=O)c3ccco3)sc(C)c2C)CC1 (stereo unspecified)	8	0	0	2	0	6	3	-3	6
c1ccc(-c2ncc3ccccn23)cc1	15	-4	1	6	-4	6	8	3	13
CCOc1ccccc1NC(=O)CSc1nc(=O)n(Cc2ccncc2)c2c1CCC2	11	2	-1	4	7	3	5	7	-6
O=C(COC(=O)c1ccc(F)cc1)Nc1cc(S(=O)(=O)N2CCOCC2)ccc1N1CCCC1	10	-5	2	18	1	6	3	1	13
COc1ccccc1NC(=O)Nc1nn(C)c2cccc(OC)c12	5	8	-3	15	-2	15	5	0	8
CC1(C)OC(=O)C(=NNc2ccc(Cl)cc2)C(=O)O1	10	7	1	-3	-1	2	5	-5	1
CCCN1CCC(NC(=O)Nc2cc(Cl)ccc2OC)CC1	4	11	2	0	-2	4	4	-2	4
CN1CCC(N(C)C(=O)CCc2nc3ccccc3n2-c2ccccc2)CC1	6	2	0	0	4	9	1	4	-4
C=CCn1c(CNC(=O)c2ccco2)nnc1SCC(=O)Nc1cccc(F)c1	6	3	4	8	-2	5	1	8	0
COc1ccc(C2c3sc(=O)[nH]c3SCC2C(N)=O)cc1 (stereo unspecified)	3	7	-2	-3	1	1	1	-2	-4
O=C(COc1ccccc1)Nc1nc2ccccc2[nH]1	7	-5	2	-9	0	2	7	-1	3
C=CCNC(=O)c1ccccc1CCc1ccccc1	6	1	-2	-5	0	4	1	3	1
Cc1noc(C)c1S(=O)(=O)Nc1ccccc1Oc1ccccc1	2	7	4	-13	-1	-6	11	0	5
COc1cccc(N(C(=O)CNC(=O)c2ccco2)C(C(=O)NC2CCCC2)c2ccncc2)c1 (stereo unspecified)	-12	-4	3	14	-5	-4	1	-3	2
Cc1cc(C)c(C#N)c(SCC(=O)OC2CCCCC2)n1	2	8	0	5	0	5	0	7	-5
COc1ccc(Cc2nnc(NS(C)(=O)=O)s2)cc1	2	-2	2	3	-4	9	3	3	-1
O=C(Nc1ccccc1)N(O)c1ccc(Cl)cc1	5	2	-3	-1	-1	4	3	4	-1
C/C(CC(=O)NC1CCCCC1)=N\NC(=O)COc1ccc(C)cc1Br	-4	5	-2	-2	4	-1	8	0	3
Cc1cccc2sc(NC(=O)[C@H](C)N3C(=O)C4CC=CCC4C3=O)nc12 (stereo partly specified)	-1	4	1	-3	-1	0	2	-1	-3
CCOC(=O)C1CCN(C(=S)NC(=O)c2cccs2)CC1	12	19	-2	-3	4	4	-1	-5	12
O=C(COC(=O)/C=C/c1ccccc1F)Nc1nnc(-c2ccccc2)o1	7	14	-2	4	-4	5	-1	-2	5
Cn1c(Cn2nnc3ccccc32)nnc1SCC(=O)N1c2ccccc2CCc2ccccc21	8	-2	-1	7	-3	2	7	-1	4
O=C(NCc1ccccn1)C1CCCCC1	3	7	4	20	-2	-3	11	-5	-9
CN(C(=O)COc1ccccc1)c1nc(-c2ccc(F)cc2)cs1	2	8	4	-9	1	4	2	4	7
Additional entries follow:
SMILES	PAFAH1B3 inh	GSTO1 inh	LYPLA1 inh	PREPL inh	PAD4 inh	pPAFAH inh	PAFAH1B2 inh	LYPLA2 inh	PAFAH2 inh
O=C(c1ccc(Br)s1)N1CCN(c2ncccn2)CC1	9	11	-1	6	-7	0	-1	2	-3
CCOC(=O)C1CCN(C(=O)Nc2ccc(Cl)cc2)CC1	-3	1	2	9	3	2	2	4	4
Nc1nonc1-n1nnc(C(=O)N/N=C/C2CC=CCC2)c1CSc1ccccc1 (stereo unspecified)	-10	-1	-1	-2	7	0	3	2	0
O=C(CN1CCCCCC1)Nc1ccccc1Oc1ccccc1	2	1	-2	5	-2	0	5	-1	-5
CC(C)CNC(=O)C1CCCN(C(=O)NCc2ccccc2)C1 (stereo unspecified)	7	-4	5	8	3	3	6	8	2
COc1ccc(NC(=O)c2ccccc2Oc2ccccc2)c(OC)c1	0	6	-4	10	2	10	-1	-8	-4
c1ccc(CC2CCN(c3nc4ccccc4n4cnnc34)CC2)cc1	-3	0	-8	27	-4	8	7	-12	-18
C/C(=N\Nc1ccc(C#N)cc1[N+](=O)[O-])c1ccc(C)o1	.	-9	2	2	2	4	.	2	.
COc1ccc(-c2nn(-c3ccccc3)cc2C(=O)NC2CCCCC2C)cc1 (stereo unspecified)	9	-6	4	-8	1	3	1	4	1
C=CCC[C@H](Cc1ccc(F)cc1)C(=O)O[C@H](CNC(=O)[C@@H](CC=C)CC(=O)N(CCO)Cc1ccccc1)c1ccccc1	5	.	.	22	3	19	27*	.	6
O=C(COc1ccc2ccccc2c1Br)Nn1cnnc1	-6	11	0	6	-1	-1	7	1	-1
N#CC1(NC(=O)COC(=O)CN2C(=O)c3ccccc3C2=O)CCCCC1	6	-7	3	4	1	3	-4	6	6
COc1ccc(C2=Nn3c(nnc3-c3ccccc3Cl)SC2)cc1OC1CCOC1 (stereo unspecified)	1	.	.	-3	6	4	1	.	-6
O=c1oc2c(CN3CCCCC3)c(O)ccc2c2c1CCCC2	-5	2	0	14	-4	38*	-1	11	0
CCOc1ccc(OC(=O)NC(c2ccccc2)C(Cl)(Cl)Cl)cc1 (stereo unspecified)	2	-5	-2	2	1	1	26*	4	5
COc1ccccc1/C=N/NC(=O)C(=O)N1CCN(c2ccccc2OC)CC1	8	-7	0	4	-9	-3	2	0	2
CC1CCc2c(nc3ncnn3c2N2CC(C)OC(C)C2)C1 (stereo unspecified)	2	-3	-2	-5	1	-1	7	0	-4
O=C(COC(=O)c1cc([N+](=O)[O-])ccc1N1CCOCC1)Nc1ccc(Cl)cc1	2	6	0	10	1	-2	-3	12	-7
Cc1cccnc1NC(=O)CNC(=O)c1ccccc1	8	.	-1	0	1	-1	4	1	8
O=C(CCC1CCCC1)Nc1ccccc1-c1ccccc1	-8	4	0	21	-4	6	9	7	-2
COCCCN(CC(=O)Nc1ccc(F)cc1)S(=O)(=O)c1cccs1	1	.	.	6	-9	-3	5	.	2

This is a subset; the hit share may differ from the screen's.
